CendR NRP1 mod: modulators of CendR peptide binding to human neuropilin-1; FAM-RPARPAR peptide binding to NRP-1, fluorescence polarization; 360,000 compounds, 0.85% hits; AID 602438; O14786; inhibition, % at 25 µM;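 active = inhibition or corrected inhibition above about 18%, plus a signal ratio from 0.5 to 1.5, limit read from the data, passing the limit was not always enough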; note: strong numbers were not always called active
SKN-1 block: C. elegans SKN-1 inhibition | inhibition, % at 21.8 µM | 360,000 compounds, 0.49% hits | C. elegans VP596 Pgst-4::GFP/RFP ratio, acrylamide-induced, 24 h;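 active = interference check ratio from 0.5 to 1.5 plus GFP to RFP signal ratio inhibition reaching or exceeding a fixed threshold, cut at about 30% in these data, passing the limit was not always enough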; note: some compounds called inactive have numbers as strong as hits
Rpn11 block: Rpn11 (human) deubiquitinase inhibition; 360,000 compounds, 0.59% hits; human 26S proteasome, Ub4-pepOG fluorescence polarization; 20S core pre-blocked with epoxomicin; O00487; calls only at 20 µM;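 active = inhibition at 20 µM, scaled to each plate's controls, above about 33%, limit read from the data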
Target sequence (O00487 whole entry, looked up): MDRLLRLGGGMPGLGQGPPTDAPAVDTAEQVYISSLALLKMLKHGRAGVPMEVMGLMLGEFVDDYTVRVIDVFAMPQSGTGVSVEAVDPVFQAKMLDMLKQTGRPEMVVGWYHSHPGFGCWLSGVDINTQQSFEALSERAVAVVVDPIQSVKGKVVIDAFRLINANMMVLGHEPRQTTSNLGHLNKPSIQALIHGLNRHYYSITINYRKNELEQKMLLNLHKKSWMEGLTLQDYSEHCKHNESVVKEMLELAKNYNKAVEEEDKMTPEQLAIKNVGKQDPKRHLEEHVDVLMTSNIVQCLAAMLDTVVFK
DNMT1 inh: inhibitors of human DNMT1; inhibition (reported as % activation of signal), % at 10 µM; P26358; 360,000 compounds, 0.83% hits; DNMT1 molecular beacon, Hinp1I cleavage, fluorescence; AID 588458; in the data active = inhibition above about 50%
Scp1 inh: blocks human Scp-1 phosphatase activity | AID 493091 | inhibition, % at 20 µM | 340,000 compounds, 0.88% hits | Q9GZU7 | Recombinant Scp1, phosphopeptide, malachite green phosphate absorbance;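 active = inhibition above about 50% at 20 µM, limit read from the data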;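 note: plate controls were DMSO wells with enzyme for no effect and wells lacking enzyme for full effect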
Target sequence (Q9GZU7 76-261 limits assumed): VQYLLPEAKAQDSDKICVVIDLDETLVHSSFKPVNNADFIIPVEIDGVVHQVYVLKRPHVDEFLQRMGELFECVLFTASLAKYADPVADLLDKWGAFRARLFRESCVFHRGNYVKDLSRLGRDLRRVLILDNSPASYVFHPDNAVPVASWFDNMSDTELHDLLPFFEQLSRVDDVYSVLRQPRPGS
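Material: truncated SCP-1 phosphatase (76-261aa) / Buffer or medium: 50 mM Tris acetate pH 5.5, 0.005% Tween-20, 10 mM MgCl2 / Compound dosing: one concentration, 20 µM, with 1.0% DMSO / Incubation: 45 min room-temperature reaction, 5 min colour, 30 min stabiliser / Detection: colorimetric free-phosphate detection, absorbance 630 nm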
MT1-MMP act inh: inhibitors of human MT1-MMP activation; P50281; HT1080 RFP-PRO-GFP cells, GFP/RFP ratio fluorescence, overnight; percent of plate control window, DMSO zero; GFP/RFP ratio change, % at 20 µM; 360,000 compounds, 0.061% hits; AID 651647;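 active = GFP/RFP ratio change of at least 30% with cell ATP level not reduced by more than half and red fluorescence within 50% of control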; note: strong numbers were not always called active
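Assay system: HT1080 RFP-PRO-GFP cells | Dosing: 20 µM single dose, 1% DMSO | Incubation: Cells overnight before dosing, compound overnight, 37 °C, 5% CO2 | Evaluation: GFP/RFP fluorescence ratio | Control set: DMSO-only wells and HT1080 RFP-L50D-GFP cell wells as references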
STEP block: inhibitors of human striatal-enriched phosphatase STEP; recombinant STEP, OMFP fluorogenic substrate, fluorescence; 360,000 compounds, 0.25% hits; inhibition, % at 20 µM;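 active = inhibition at 20 µM, scaled per plate between control wells, above about 37%, limit read from the data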;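 note: 0% = DMSO with enzyme and substrate and 100% = substrate only without enzyme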
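material = STEP tyrosine phosphatase | reagent = fluorogenic phosphatase substrate OMFP at 25 µM final | doses = single compound dose of 20 µM, 1% DMSO final | schedule = 20 min reaction, room temperature, in the dark | measured by = fluorescence, 480/540 nm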
SUMO1-SIM PPI: modulators of human SUMO1-mediated protein-protein interactions; P63165; SUMO1 binding to a labelled peptide, TR-FRET, 1 h; inhibition, % at 20 µM; 360,000 compounds, 0.33% hits; AID 602429; in the data active = inhibition above about 37%
Target sequence (P63165 whole entry, looked up): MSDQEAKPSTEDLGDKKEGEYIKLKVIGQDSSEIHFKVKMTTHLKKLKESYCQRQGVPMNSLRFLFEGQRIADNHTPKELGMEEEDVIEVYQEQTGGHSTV
LMPTP block: blocks human LMPTP phosphatase | P24666 | recombinant LMPTP-A, OMFP fluorogenic substrate, fluorescence intensity | inhibition, % at 20 µM | 360,000 compounds, 0.22% hits | AID 651560;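 active = compounds that cut the enzyme signal by at least half of the control window in the single-dose screen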;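 note: plate controls were DMSO wells with enzyme plus substrate for no effect and substrate without enzyme for full effect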
Target sequence (P24666 whole entry, looked up): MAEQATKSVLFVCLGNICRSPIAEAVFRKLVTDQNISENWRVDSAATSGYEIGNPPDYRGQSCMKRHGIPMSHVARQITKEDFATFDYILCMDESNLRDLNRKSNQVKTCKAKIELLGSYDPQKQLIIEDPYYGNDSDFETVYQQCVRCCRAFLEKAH
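Test system – LMPTP-A enzyme · Amount – LMPTP-A at 0.625 nM final in the reaction · Buffer or medium – Bis-Tris pH 6.0, DTT, detergent · Reagent – OMFP 400 µM · Doses – single 20 µM dose · Schedule – reaction 50 min, room temperature, dark · Detection – fluorescence intensity of OMFP turnover product · Evaluation – percent inhibition versus substrate-only and uninhibited controls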
NadD inh: NadD (S. aureus) enzyme inhibition; inhibition, % at 20 µM; AID 602399; 360,000 compounds, 0.78% hits; purified NadD enzyme, colorimetric absorbance read-out; in the data active = inhibition above about 26%; note: some compounds past the cut are filed as inactive
An asterisk follows results filed as active; i = inactive; . = not tested or not shown. Not a hit list. About 3.9% of those tested had a hit in this group.

Screens in order – CendR NRP1 mod	SKN-1 block	Rpn11 block	DNMT1 inh	Scp1 inh	MT1-MMP act inh	STEP block	SUMO1-SIM PPI	LMPTP block	NadD inh
- FC(F)(F)c1cccc(-c2nnc3ccc(C(F)(F)F)cn23)c1
→ -4	-1	i	2	-6	0	-2	0	-1.1	2
- Cc1nc(NC(=O)/C=C/c2ccc(F)cc2)sc1C(=O)N(C)C
→ -15	22	i	4	-11	2	-1	-8	-0.3	-4
- COCCN1C(=O)c2ccc(C(=O)O)cc2C1=O
→ -4	-19	i	0	-6	1	0	-10	-0.7	-1
- O=C(CCN1CCN(c2ccc(F)cc2)CC1)Nc1ccc(F)cc1
→ -9	8	i	-2	-8	3	-2	-5	0.2	2
- CCOC(=O)N(C)C[C@@H]1OCc2cnnn2CCCC(=O)N([C@H](C)CO)C[C@H]1C
→ 2	-3	i	3	.	4	-2	2	-1.6	0
- OCCCNc1ncnc2c1ncn2[C@H]1CN(Cc2cccs2)C[C@@H](CO)O1
→ 8	9	i	0	.	-2	0	-5	-0.3	0
- CCCc1nnc2c(N(C)S(=O)(=O)c3ccc(C)cc3)nc3ccccc3n12
→ -4	11	i	2	0	2	2	1	-1.4	-5
- O=C(NCCc1ccccc1F)c1ccc2c(c1)OCCO2
→ 12	9	i	1	-7	0	2	0	0.6	-3
- CCCCOC(=O)c1cc(=O)[nH]c2ccccc12
→ 4	4	i	-2	-6	-2	-2	-15	1.3	-6
- COC(=O)c1ccccc1NC(=O)c1cccc(NC(=O)CSCc2ccccc2)c1C
→ 6	-1	i	0	0	1	-2	-3	-2.1	-4

Reprinted from the part before: 3 compounds, then new ones.
Screens in order – CendR NRP1 mod	SKN-1 block	Rpn11 block	DNMT1 inh	Scp1 inh	MT1-MMP act inh	STEP block	SUMO1-SIM PPI	LMPTP block	NadD inh
- O=C(NCCc1ccccc1F)c1ccc2c(c1)OCCO2
→ 12	9	i	1	-7	0	2	0	0.6	-3
- CCCCOC(=O)c1cc(=O)[nH]c2ccccc12
→ 4	4	i	-2	-6	-2	-2	-15	1.3	-6
- COC(=O)c1ccccc1NC(=O)c1cccc(NC(=O)CSCc2ccccc2)c1C
→ 6	-1	i	0	0	1	-2	-3	-2.1	-4
- O=C(Nc1cc(C(F)(F)F)ccc1N1CCCC1)c1ccc2c(c1)OCO2
→ 18	22	i	-7	0	1	1	-3	0.9	3
- CCOC(=O)/C(C(N)=NCC(C)C)=C(/O)c1ccccc1
→ 5	-5	i	2	3	4	0	2	-0.9	2
- CCOC(=O)c1nn(-c2ccc(F)cc2)c2nc(-c3ccccc3)c(C#N)c(=O)n12
→ -4	13	i	0	-10	-6	5	0	2.3	0
- O=[N+]([O-])c1ccc2nccn2c1
→ -2	16	i	2	-7	-5	-12	-22	-1.3	7
- Cc1cc(N2C(=O)C=CC2=O)c([N+](=O)[O-])cc1C
→ 12	7	i	-5	-10	-2	2	-5	-1.2	4
- COc1cc(C(=O)NCCOc2cc(C)cc(C)c2)c(Br)c(OC)c1OC
→ -1	13	i	-3	-5	1	2	-7	1.3	1
- Clc1ccc(-c2csc(N3CCc4ccccc4C3)n2)cc1
→ 8	23	i	2	6	1	-2	0	3.4	10
- CCOC(=O)C1(Cc2ccccc2)CCN(Cc2cc(=O)c3ccccc3[nH]2)CC1
→ 6	2	i	-2	-8	-2	-2	-1	0.0	3
- O=C1c2ccccc2C(=O)N1CCC(O)C[N+](=O)[O-] (stereo not given)
→ 6	11	i	0	-6	3	3	1	0.1	-4
- COC(=O)C(C)Sc1nc(N)c(NC(=O)c2ccco2)c(=O)[nH]1 (stereo not given)
→ -7	0	i	1	-9	8	2	4	-0.4	1
- CN(CC(=O)Nc1ccc(Cl)cc1)C(=O)CNC(=O)c1ccc(Br)o1
→ -5	-3	i	-2	-6	1	3	0	-0.4	-3
- COc1ccc(C(CNC(=O)c2oc3ccc(OC)cc3c2C)N2CCCC2)cc1 (stereo not given)
→ 11	7	i	-5	10	0	0	-1	1.1	-7
- CCOC(=O)C1CCCCN1S(=O)(=O)c1ccc2c(c1)CC(C)N2C(=O)C1CCC1 (stereo not given)
→ 4	6	i	1	-9	2	7	2	0.6	-2
- Cc1ccc(C(F)(F)F)cc1NC(N)=S
→ 3	-9	i	-1	-2	-3	-2	0	-0.8	2
- COc1ccc(C(=O)NC(=S)Nc2ccc(S(=O)(=O)Nc3cc(OC)ncn3)cc2)cc1
→ 4	-9	i	0	5	0	0	6	0.2	4
- CC(C)OCCCn1c(SCC(=O)N2CCCC2=O)nc2ccccc2c1=O
→ -3	5	i	0	-2	1	-1	4	-0.9	-6
- N#Cc1nc(-c2ccco2)oc1N1CCN(C(c2ccccc2)c2ccccc2)CC1
→ -2	7	i	0	1	-8	5	-1	2.4	18
- COc1ccc(OC)c(NC(=O)C(C#N)=Cc2ccco2)c1
→ -5	2	i	0	-5	-7	1	-6	1.9	-4
- NC(=O)SCC(=O)Nc1cccc(Cl)c1
→ -17	-11	i	-1	11	-1	-2	-1	-0.7	-6
- Cc1ccc(C(=O)N2CCN(c3ccccn3)CC2)cc1Cl
→ 5	5	i	0	-3	-2	2	10	-1.4	-4
- COc1ccc(OC)c(NC(=O)Nc2cc(C(=O)O)ccc2C)c1
→ -1	10	i	0	-5	1	-3	4	-0.9	-2
- COc1ccc(/C=N/NC(=O)CCc2n[nH]c(=O)[nH]c2=O)cc1O
→ -3	-9	i	1	-4	2	-3	-5	0.3	-5
- CC(=O)NC(Cc1ccccc1)C(=O)Oc1ccc2ccccc2c1 (stereo not given)
→ 13	0	i	-4	2	-2	-4	-1	0.6	-2
- O=C(CSc1nnc(Nc2ccccc2)s1)NC1CC1
→ 11	-20	i	-3	-5	3	-3	-1	-0.5	3
- COc1ccccc1C(=O)Nc1nc(N)n(-c2ccccc2)n1
→ 5	1	i	3	-3	2	0	-2	0.6	0
- Cc1ccc(CNC(=O)CCCC(=O)c2ccccc2)cc1
→ 0	-24	i	1	4	4	-1	0	-2.9	-3
- O=c1[nH]n(-c2ccc(Cl)cc2)c2ncccc12
→ 0	-4	i	10	-5	3	-4	-2	-1.1	-5
- Cc1n[nH]c(=O)c2c(NC(=O)COC(=O)Cc3ccc(Cl)cc3Cl)oc(C)c12
→ -6	-6	i	-2	-6	1	0	-20	-5.5	2
- Cc1nn(C)c(C)c1NS(=O)(=O)c1ccc(Cl)cc1
→ 7	8	i	0	-6	4	0	8	-1.2	0
- CCCc1nnc(NC(=O)NCCN2C(=O)C3C4C=CC(C4)C3C2=O)s1 (stereo not given)
→ -38	-4	i	3	-7	0	0	-3	-0.7	0
- Nc1cccc(C(=O)Nc2ccc3nc(-c4cccnc4)[nH]c3c2)c1
→ -3	-7	i	10	-3	3	-1	9	3.1	2
- Cc1c(C(=O)NCc2ccc3c(c2)OCO3)oc2ccc(Br)cc12
→ -1	3	i	-2	-15	10	-3	2	4.3	-5
- CSCCC(NC(=O)c1cccc(C)c1)C(=O)OCC(=O)NC(=O)c1cccn1C (stereo not given)
→ -7	11	i	-10	-1	2	-3	5	-1.4	-1
- CC1Cc2cc(S(=O)(=O)NCc3ccccc3)ccc2N1C(=O)C1CC1 (stereo not given)
→ 14	6	i	1	-2	-2	-1	-4	1.1	1
- Cc1nn(C)cc1CN(C)C(=O)c1nn2c(c1Br)NC(c1cccs1)CC2C(F)(F)F (stereo not given)
→ 3	2	i	6	-16	-3	-3	1	0.0	-4
- CC(Sc1nnc2c(n1)[nH]c1ccccc12)C(=O)NC1CCCCC1 (stereo not given)
→ 8	11	i	-2	43	13	2	-4	0.7	-4
- COc1cccc(NC=C2C(=O)OC3(CCCCC3)OC2=O)c1
→ -14	3	i	-1	-7	11	16	-1	0.0	1
- O=C(NCc1nnnn1-c1ccc(F)cc1)c1ccc(S(=O)(=O)N2CCOCC2)cc1
→ -3	-15	i	0	.	4	-4	-5	0.1	7
- CCN(CC)C(=O)Oc1ccc2cc(Br)ccc2c1
→ -8	31	i	2	-7	0	3	-1	0.6	-8
- O=C1CC(c2ccccc2)=C(c2ccccc2)C1c1ccccc1 (stereo not given)
→ -1	18	i	4	-16	-2	1	0	2.6	2
- COc1ccc(OC(C)C(=O)N(C)Cc2nc(-c3cccc(C)c3)no2)cc1 (stereo not given)
→ 5	18	i	0	-1	5	-2	2	0.1	-6
- CN(c1ccccc1)S(=O)(=O)c1ccc(C(=O)N2CCc3ccccc3C2)cc1
→ 4	-8	i	-5	-4	-2	2	-4	-0.8	-9
- Cc1ccc2nc(-c3ccc(F)cc3)c(Cc3ccccc3C(F)(F)F)n2c1
→ -17	7	i	-4	.	-3	2	0	3.2	2
- O=C(COc1coc(CN2CCN(c3ccc(F)cc3)CC2)cc1=O)NCC1CCCO1 (stereo not given)
→ 4	10	i	2	-1	-1	1	-3	-0.8	4
- O=[N+]([O-])c1cc(C=Nc2ccc3ccccc3c2)ccc1Br
→ -12	6	i	0	1	7	-1	-16	2.9	1
- CC1C(=O)Nc2ccccc2N1C(=O)c1ccc(Cl)cc1 (stereo not given)
→ 6	-14	i	-1	-4	-6	-1	3	-1.1	-8
- O=[N+]([O-])c1ccc2c(c1)C(N1CCOCC1)/C(=C/COc1ccc3ccccc3c1Br)O2 (stereo not given)
→ 15	8	i	-3	12	-1	8	-3	1.9	10
- NC(=O)Nc1ccc(C(=O)OCC(=O)Nc2ccc(Cl)cn2)cc1
→ -5	1	i	1	-7	3	-5	-2	1.4	-3
- CC1CCN(C(=O)CCCOc2cc(=O)n(C)c3ccccc23)CC1
→ -3	8	i	-2	-6	2	12	0	0.6	1
- CCC[C@@H](CN1CCC[C@H]1CN1C(N)=NC[C@H]1CC(C)C)N1C[C@@H]([C@H](C)CC)N(CCc2ccc(Cl)c(Cl)c2)C1=N
→ 0	-9	i	6	12	3	2	-46	5.8	6

Continued.
Screens in order – CendR NRP1 mod	SKN-1 block	Rpn11 block	DNMT1 inh	Scp1 inh	MT1-MMP act inh	STEP block	SUMO1-SIM PPI	LMPTP block	NadD inh
- CCCN(CC(=O)Nc1ccccc1C)C(=O)c1ccc(N2CCCCCC2)c([N+](=O)[O-])c1
→ 15	6	i	2	-2	2	-2	-40	3.7	4
- Cc1cccc(N/C(=N\S(=O)(=O)c2ccccc2)C(F)(F)F)c1
→ 5	26	i	0	0	4	-4	-2	0.3	1
- Nc1ccnc(=O)[nH]1
→ -8	1	i	-1	-11	-3	1	0	-0.8	0
- COC(=O)[C@@]1(Sc2ccc(C)cc2)CC(=O)N(c2cccc(SC)c2)[C@@H]1c1ccccc1
→ -5	4	.	.	.	-19	.	0	3.2	-4
- COc1ccc(C(=O)O/N=C(\N)c2ccccc2)cc1
→ 5	-5	i	-3	-4	3	0	2	0.7	2

Screening data from PubChem.
